PAFAH1B2 inh: inhibitors of human PAFAH1B2; P68402; recombinant PAFAH1B2, FP-rhodamine activity probe, fluorescence polarization; inhibition, % at 3.39 µM; 1.2% of 340,000 active;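 active means inhibition above the mean of all tested compounds plus 3 SD, cut at about 24% in these data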;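 further: 0% = enzyme with DMSO and 100% = wells lacking PAFAH1B2; many of its hits are not listed in these tables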
Target sequence (P68402 whole entry, looked up): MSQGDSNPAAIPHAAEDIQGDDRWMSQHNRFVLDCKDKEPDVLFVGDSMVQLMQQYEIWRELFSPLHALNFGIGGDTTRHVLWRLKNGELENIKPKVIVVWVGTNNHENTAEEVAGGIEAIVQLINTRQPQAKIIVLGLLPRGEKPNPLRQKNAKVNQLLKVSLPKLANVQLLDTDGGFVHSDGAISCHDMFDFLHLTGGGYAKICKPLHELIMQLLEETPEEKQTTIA
PREPL inhibitor: inhibits the human prolyl oligopeptidase-like enzyme; Q4J6C6; recombinant PREPL, fluorescence polarization activity-based probe; inhibition, % at 5.96 µM; 0.68% of 320,000 active; in the data active means inhibition above about 43%;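 further: 0% = enzyme with DMSO and 100% = wells lacking enzyme; many of its hits are not listed in these tables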
PAFAH1B3 inh: blocks human PAF acetylhydrolase 1B catalytic subunit 3; Q15102; inhibition, % at 3.39 µM; recombinant PAFAH1B3, FP-rhodamine probe, fluorescence polarization; 0.28% of 340,000 active; AID 492972;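 active means inhibition above the screen-wide average of all tested compounds plus 3 SD, cut at about 25% in these data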;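 further: 0% = enzyme with DMSO only and 100% = wells lacking PAFAH1B3 protein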
pPAFAH FP inh: inhibitors of human plasma PAF acetylhydrolase (pPAFAH); inhibition, % at 3.39 µM; Q13093; AID 463082; recombinant pPAFAH, FP-rhodamine probe fluorescence polarization; 1.5% of 330,000 active;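 active means inhibition above the mean inhibition across the screen plus 3 SD, cut at about 25% in these data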;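 further: inhibitors block binding of the rhodamine activity-based probe so polarization drops; 0% = enzyme with DMSO and 100% = wells lacking pPAFAH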
Target sequence (Q13093 whole entry, looked up): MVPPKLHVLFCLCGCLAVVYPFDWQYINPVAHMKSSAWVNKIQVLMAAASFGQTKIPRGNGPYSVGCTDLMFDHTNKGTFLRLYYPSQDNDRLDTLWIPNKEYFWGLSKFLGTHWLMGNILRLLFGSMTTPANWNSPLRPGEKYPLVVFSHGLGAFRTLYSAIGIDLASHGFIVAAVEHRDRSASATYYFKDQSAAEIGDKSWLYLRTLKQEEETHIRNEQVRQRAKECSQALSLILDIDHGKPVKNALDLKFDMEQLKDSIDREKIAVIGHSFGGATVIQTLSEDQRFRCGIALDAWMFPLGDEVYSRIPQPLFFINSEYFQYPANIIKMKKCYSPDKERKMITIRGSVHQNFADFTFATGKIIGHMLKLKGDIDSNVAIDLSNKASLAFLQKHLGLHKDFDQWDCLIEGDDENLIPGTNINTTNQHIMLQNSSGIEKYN
PAD4 inh: blocks human protein arginine deiminase 4 | Q9UM07 | recombinant PAD4, RCA probe fluorescence polarization | inhibition, % at 6.36 µM | 0.41% of 330,000 active | AID 485272;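 active means percent inhibition above a cutoff equal to the mean of all tested compounds plus 3 SD, cut at about 15% in these data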;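 further: 0% = PAD4 with RCA probe and DMSO and 100% = probe without PAD4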
LYPLA2 inh: blocks human lysophospholipase 2, a PME1 counter-screen; recombinant LYPLA2, FP-Rh probe fluorescence polarization; inhibition, % at 5.9 µM; 0.38% of 320,000 active;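 active means inhibition above the screen-wide mean plus 3 SD, limit set per campaign, cut at about 26% in these data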;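 further: 0% = LYPLA2 with DMSO and 100% = wells lacking LYPLA2 enzyme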
Target sequence (O95372 whole entry, looked up): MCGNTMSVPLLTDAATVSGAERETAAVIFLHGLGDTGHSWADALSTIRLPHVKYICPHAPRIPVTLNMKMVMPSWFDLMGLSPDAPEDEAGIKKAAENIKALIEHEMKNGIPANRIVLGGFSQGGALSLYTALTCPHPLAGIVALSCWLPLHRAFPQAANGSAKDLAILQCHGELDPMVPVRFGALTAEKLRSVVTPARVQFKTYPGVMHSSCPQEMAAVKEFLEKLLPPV
PME-1 primary: PME-1 (human) inhibition; Q9Y570; recombinant PME-1, FP-Rh probe fluorescence polarization; inhibition, % at 5.9 µM; 0.53% of 320,000 active; AID 2130;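 active means inhibition above the campaign mean of all compounds plus 3 SD, cut at about 26% in these data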;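 further: competitive labeling of PME-1 active site by serine hydrolase directed probe; 0% = PME-1 with DMSO and 100% = wells lacking PME-1 enzyme; inhibitors block probe labeling so polarization falls and inhibition rises; many of its hits are not listed in these tables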
LYPLA1 counter: blocks human lysophospholipase 1, a PME1 counter-screen. 0.16% of 320,000 active. O75608. inhibition, % at 5.9 µM. recombinant LYPLA1, FP-Rh probe fluorescence polarization;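 active means inhibition above the mean of all tested compounds plus 3 SD, set per campaign, cut at about 14% in these data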;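 further: inhibitors block serine hydrolase probe labeling of LYPLA1 so polarization falls; 0% = enzyme with DMSO and 100% = wells lacking LYPLA1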
GSTO1 counter: GSTO1 inhibition, counter-screen for RBBP9 inhibitors; P78417; AID 1974; recombinant GSTO1, activity-based probe fluorescence polarization; 1.1% of 300,000 active; inhibition, % at 5.96 µM;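 active means inhibition above the campaign mean inhibition plus 3 SD, cut at about 35% in these data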;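 further: 0% = GSTO1-1 with DMSO and 100% = wells lacking GSTO1-1 enzyme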
Starred values were filed as active, the others as inactive; . = not tested or not shown; & = joins results of further samples.

Compound | PAFAH1B2 inh | PREPL inhibitor | LYPLA2 inh | GSTO1 counter | PME-1 primary | LYPLA1 counter | pPAFAH FP inh | PAFAH1B3 inh | PAD4 inh
NC(=O)C1CCN(C(=O)CNC(=O)c2ccc(F)cc2)CC1 | 6 | 1 | . | . | . | . | 4 | 11 | 0
COc1cccc(-n2c(CN3CCN(c4ccc(C)cc4)C(C)C3)nc3ccc([N+](=O)[O-])cc3c2=O)c1 (configuration not stated) | 5 | 20 | 7 | 11 | 2 | 1 | 3 | 2 | 3
O=C(OCC(=O)N1CCCc2ccccc21)c1ccccc1OC(F)F | 7 | 3 | . | . | . | . | 4 | 5 | 1
O=C(CCCOc1ccccc1)N1CCN(S(=O)(=O)c2ccc(Cl)cc2)CC1 | 29* | -1 | 2 | 14 | -2 | -7 | 7 | 9 | 5
Cc1cccc2c(=O)c(-c3ccc(Cl)cc3)c(NC(=O)c3ccco3)oc12 | 1 | -1 | 0 | -6 | 0 | -1 | 4 | 8 | 2
O=C(Nc1cccc(Cl)c1N1CCOCC1)c1ccc(Br)o1 | 5 | 0 | -2 | 6 | 1 | 1 | 5 | 13 | -2
Cc1ccc(S(=O)(=O)NC(=O)NN2CCCCCC2)cc1 | -4 | 6 | -6 | 5 | -3 | -1 | 1 | 8 | -5
CCOc1ccc(N=C(NC#N)SCC(=O)NC2CC2)cc1 | 4 | 2 | 4 | 8 | 3 | 3 | 0 | 0 | -11
Cc1cccc(/C(N)=N/OC(=O)COc2ccc(Cl)c(C)c2)c1 | 5 | 4 | 3 | -1 | 3 | -1 | -1 | -1 | 2
O=C(COn1nnc2ccc(C(F)(F)F)cc21)Nc1c(Cl)cccc1Cl | -1 | 18 | 1 | 1 | 0 | 3 | -5 | -2 | 0
Cc1c(NS(C)(=O)=O)cccc1-c1nc2cccnc2s1 | -1 | -1 | -5 | -3 | 4 | -1 | 14 | 1 | 0
Cc1ccc(NC(=O)Cn2cc(C(F)(F)F)cc(Cl)c2=O)cc1Cl | 1 | 8 | 0 | -2 | -4 | -2 | -6 | -4 | -2
OCCNC(=S)Nc1ccc2c(c1)OCCO2 | -1 | -3 | 1 | 0 | 3 | 2 | -1 | 7 | 6
CCN(CC)S(=O)(=O)c1ccc(C(=O)NCC2CCCCC2)cc1 | 3 | 7 | -3 | 7 | 6 | 2 | 5 | 5 | 4
CCCC(=O)Nc1nc(-c2ccc3c(c2)OCCO3)cs1 | -2 | 7 | 4 | 4 | 1 | -2 | -4 | -2 | 2
O=C(O)c1ccc(N2C(=O)CCCC2=O)cc1 | 4 | -8 | 6 | 0 | -3 | 1 | 2 | 5 | -1
Cc1ccc(-n2cc(CNC(C)c3cnn(C)c3C)c(-c3ccc(F)cc3)n2)cc1 (configuration not stated) | 5 | -50 | -1 | 7 | -4 | -1 | 2 | 2 | -2
CCS(=O)(=O)n1nc(-c2ccccc2)nc1NCc1ccco1 | 3 | 9 | 6 | -5 | 0 | -3 | 12 | 0 | 4
COc1cccc(NC(=O)C2CCCO2)c1 (configuration not stated) | 7 | -3 | -2 | 0 | 1 | -3 | 5 | 4 | 1
CCOc1c(Cl)cc(/C=C/C(=O)N(CC)CC(=O)Nc2ccc(NC(C)=O)cc2)cc1OC | -2 | -6 | -3 | -3 | -7 | -6 | 7 | 5 | -4
COc1cccc(NC(=O)CN2C(=O)C(=O)N(C3CCCC3)C2=O)c1 | 2 | 9 | . | . | . | . | 5 | -2 | 0
CCCCOc1cc(C(=O)NCCN(CC)CC)c2ccccc2n1 | 1&6 | -45&-37 | 1&-2 | 3&-3 | -2&0 | 1&-5 | 3&6 | 5&9 | -7&3
CC(C)CNC(=O)CN1C(=O)NC(Cc2c[nH]c3ccccc23)C1=O (configuration not stated) | 6 | 12 | 1 | 10 | 0 | 2 | -2 | 6 | 5
O=C1NCCCc2c1no[n+]2[O-] | 3 | -7 | 2 | -1 | -3 | 0 | -7 | 9 | -1
CCOc1ccc(CCNC(=O)c2ccc(C)c(NC3=NC4CS(=O)(=O)CC4S3)c2)cc1 (configuration not stated) | -4 | 1 | 3 | 2 | 3 | -4 | 4 | -3 | 1
COc1cc(C(=O)NCC(=O)N/N=C\C(C)=C/c2ccccc2)cc(OC)c1OC | 1 | 6 | 3 | -1 | -1 | -5 | 4 | 3 | 7
O=c1c(Cc2ccc(F)cc2)c(O)ccn1CC1CCCO1 (configuration not stated) | 0 | -4 | 6 | 3 | 1 | -1 | -3 | 10 | 5
COc1ccccc1/C=C/C=N\N1CCN(Cc2ccccc2Cl)CC1 | 5 | 17 | 10 | -1 | 5 | 3 | 6 | 8 | -2
COc1ccccc1N1CCN(S(=O)(=O)c2c(C)sc3ncn(CC(=O)NCCN(C)C)c(=O)c23)CC1 | 3 | -3 | -2 | 7 | 1 | -2 | 2 | -8 | 3
CCOC(=O)c1cc2c(ccn2C)n1CC(=O)N(Cc1ccccc1)c1ccc(F)cc1 | 13 | 24 | 6 | 2 | 0 | -4 | 4 | 4 | 3
CCNc1ccc(P(=O)(c2ccccc2)c2ccccc2)cc1 | 0 | 13 | 1 | 2 | 5 | 3 | 0 | 1 | 0
CC(C)C1OC2c3cccc4cccc(c34)C2N1c1ccccc1 (configuration not stated) | 4 | -1 | -3 | -5 | -7 | -2 | -5 | 10 | 3
CCn1c(O)c(/C=C/C=C/C=Nc2ccccc2)sc1=S | -8 | -3 | -8 | 9 | 0 | -4 | 18 | -7 | -6
Nc1nc(-c2ccc(Br)cc2)cc(C(F)(F)F)n1 | -1 | -13 | 2 | 2 | 1 | 4 | 3 | 7 | -2
COC(=O)CSc1ncc(S(=O)(=O)c2ccccc2)c(=O)[nH]1 | 6 | 20 | 3 | 4 | 1 | 0 | -2 | 0 | -4
CCCCc1nnc(NC(=O)CC(=O)Nc2ccccc2C(=O)O)s1 | -6 | -5 | 11 | -6 | -1 | 3 | 5 | 3 | -5
Cc1c(NC(=O)CSc2ccc(Cl)cc2)cccc1-c1nc2cc(Cl)ccc2o1 | -6 | -22 | -3 | 5 | -1 | -1 | 5 | -12 | 2
CC1CCN(C(=O)CSc2ccc(-c3cccc([N+](=O)[O-])c3)nn2)CC1 | 0 | -18 | 4 | 11 | 3 | 3 | 2 | 10 | 1
CCN1CCCCC(=N/O)/C(=N/O)CCCC1 | 2 | -3 | 0 | -1 | 3 | -1 | 1 | 4 | 2
Cc1cc(=O)n2c3c(cccc13)CCC2 | 1 | -8 | 2 | 10 | -2 | -1 | 4 | 0 | -4
COc1ccc(NC(=S)N(CCC(C)C)C2CCN(C(C)C)CC2)cc1 | 3 | 13 | -3 | 2 | -4 | -2 | 4 | 10 | 0
Cc1cccc(C)c1NC(=O)CN(C)CC(=O)Nc1sc2c(c1C(N)=O)CCC2 | 7 | 1 | -3 | 1 | 20 | -1 | 6 | -1 | 1
Nc1nc(N)nc(COc2ccccc2)n1 | 9 | -2 | 2 | 5 | 2 | 2 | 2 | 0 | -5
CC(=O)C[C@@H](O)CC(=O)[C@@H]1OC(=O)CCCCCc2ccccc21 | 4 | 4 | . | . | . | . | 7 | 5 | -5
CCNC(=S)N1CCC(n2cnc3ccccc32)CC1 | 4 | 4 | 6 | 0 | 6 | 4 | 0 | 10 | -3
Cn1c(SCc2ccc(C(=O)Nc3nccs3)cc2)nnc1-c1ccccc1 | 0 | 0 | 6 | 1 | 5 | 1 | 1 | 1 | 2
Cc1ccc(OCc2n[nH]c(=S)n2-c2ccccc2)cc1C | 7 | -13 | -1 | 3 | 3 | 1 | 3 | 2 | -3
O=C(/C=C/c1ccccc1[N+](=O)[O-])Nc1ccc(S(=O)(=O)Nc2ncccn2)cc1 | 5 | 6 | -4 | 5 | -4 | -5 | 0 | 16 | 0
CCOc1ccc(S(=O)(=O)Nc2ccc3c(c2)OCO3)c2cccnc12 | 7 | 14 | -1 | 7 | 7 | 0 | 6 | 8 | 1
O=C(O)c1oc2ccccc2c1CSc1ccccn1 | 4 | -4 | 2 | -2 | 1 | 4 | 4 | 0 | 0
O=C(OCc1cccc([N+](=O)[O-])c1)c1ccc2ccccc2n1 | 2 | 7 | 6 | -3 | 9 | 1 | 11 | 1 | 4
CSCC[C@H](NC(=O)[C@@H]1Cc2ccccc2CN1)C(=O)NC(C)c1ccccc1 (some centres not stated) | 6 | 10 | 7 | 10 | 3 | 2 | 0 | 1 | -4
CC(C)(C)c1ccc(N2C(=O)CSC2c2cccnc2)cc1 (configuration not stated) | 8 | 3 | -1 | 5 | -1 | -4 | 3 | 4 | 3
CCOc1nc(Nc2ccc(OC)c(Cl)c2)nc(OCC)n1 | 10 | 5 | 4 | -7 | 0 | -1 | -1 | 7 | -1
CCN(CC(=O)Nc1ccccc1Br)Cc1nc2ccccc2c(=O)[nH]1 | 0 | -14 | -1 | -2 | 3 | -5 | 3 | 4 | 2
O=C(NNC(=O)c1n[nH]c(=O)c2ccccc12)c1ccc(Br)cc1 | 16 | 2 | 1 | 4 | -4 | -2 | -1 | 3 | 14
O=C(O)/C=C/C(O)c1ccc(Cl)cc1 (configuration not stated) | -3 | -9 | 2 | 9 | -2 | 0 | 0 | -4 | -2
Cn1ccnc1SCC(=O)Nc1ccc(F)c([N+](=O)[O-])c1 | -2 | -4 | 6 | 9 | 1 | -2 | -2 | 4 | -1
O=S(=O)(c1cccc2ccccc12)n1nnc2ccccc21 | . | -6 | 0 | -1 | 2 | -2 | 4 | . | -7
O=C(Nc1ccccc1Cl)Oc1ccc2ccccc2c1 | . | -5 | 1 | 1 | -4 | 0 | 0 | . | -2

Further structures follow:
Compound | PAFAH1B2 inh | PREPL inhibitor | LYPLA2 inh | GSTO1 counter | PME-1 primary | LYPLA1 counter | pPAFAH FP inh | PAFAH1B3 inh | PAD4 inh
CC(=O)c1cc(C#N)c(SCc2ccc([N+](=O)[O-])cc2)nc1C | 0 | -1 | 8 | 14 | 9 | 3 | 5 | 13 | -3
CN1C(=O)C(=O)N(c2cccc(C(F)(F)F)c2)C1=O | 9 | 8 | 2 | -5 | 2 | 1 | 4 | 0 | -2
CN1CCN(c2cc(=O)n(C3CCCCC3)c(=O)[nH]2)CC1 | 3 | 5 | 3 | 2 | 4 | 1 | 0 | 3 | -2
O=C(O)CCN1C(=O)C2C3CC(C2C1=O)C1C(c2ccccc2)c2sc(=O)n(-c4ccccc4)c2SC31 (configuration not stated) | 11 | 10 | -4 | -6 | 2 | 1 | 4 | 4 | 1
CN(C)S(=O)(=O)c1c(Cl)cccc1Cl | -6 | 13 | 1 | 1 | -7 | -2 | 0 | 7 | -1
CCOc1ccc(/C(O)=C2/C(=O)C(=O)N(c3ncccn3)C2c2ccc(Cl)cc2)cc1 (configuration not stated) | . | 5 | 4 | -2 | 1 | 2 | 1 | . | 3
O=C(Nc1cccc(C(=O)N2CCOCC2)c1)c1cccnc1 | 2 | 4 | 2 | 0 | 0 | 3 | -1 | 4 | -4
CC1(NC(=S)Nc2ccccc2)CCS(=O)(=O)C1 (configuration not stated) | . | -2 | 1 | -2 | -5 | 1 | 7 | . | 4
CC(NC(=O)CN(C)S(=O)(=O)c1ccc2c(c1)c(=O)n(C)c(=O)n2C)c1ccccc1 (configuration not stated) | 4 | 0 | -5 | -2 | -12 | -2 | -4 | 14 | -5

Assay outcomes: PubChem BioAssay, The Scripps Research Institute Molecular Screening Center

This is a subset, so the mix of outcomes need not match the whole.
